ELG1 repair inh: inhibitors of ELG1-dependent DNA repair in HEK293T cells; HEK293T ELG1-luciferase reporter, luminescence, 16 h; DNA damage induced by 5-fluorouridine; Potency, µM (titrated, usually from 46.1 µM), inactives show at the top dose activity change, negative = inhibition, most hits filed as inhibitors; 330,000 tested, 2.3% active; AID 504467; also: potency is read from the fitted curve at half-maximal effect; % is scaled to controls: 0 for no effect and ±100 for the full control effect; nearly all actives have a fitted effect of over 55% in size
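Reporter activity after DNA damage by 5-fluorouridine is monitored. Compound-treated cells incubate 16 hr at 37 °C, then ONE-Glo is added for 30 min before luminescence reading.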
VP16 counter: counter-screen for ROR gamma inhibitors: Gal4-VP16 reporter; Drosophila S2 Gal4-VP16 UAS-luciferase, luminescence, 20 h; Potency, µM (top dose mostly 53.6 µM), for inactives: at the highest dose activity, negative = inhibition, usual class: inhibitors; 310,000 tested, 3.5% active;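 also: Gal4-VP16 expression switched on by copper sulfate through the metallothionein promoter; potency is read from the fitted curve at half-maximal effect; % is scaled to controls: 0 for no effect and ±100 for the full control effect; nearly all actives have a fitted effect of over 50% in size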
ELG1 genotox: genotoxicity induction in ELG1-luciferase HEK293T cells. HEK293T ELG1-luciferase reporter, luminescence, 16 h. Potency, µM (doses to about 46 µM), without a hit: at the top dose activity change, positive = activation, actives largely listed as activators. 330,000 tested, 1.3% active. AID 504466; also: potency is read from the fitted curve at half-maximal effect; % of control where 0% means no effect; nearly all actives have a fitted effect of over 60% in size
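ELG1-luciferase HEK293T cells, 2,000/well; compound pinned in; 16 hr, 37 °C, 5% CO2; ONE-Glo, 30 min RT; luminescence on CCD imager.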
TRPV1 agonist: activates the human vanilloid receptor TRPV1; TRPV1-expressing cells, Fluo-8 calcium influx, agonist mode; activation, % at 8.33 µM; 320,000 tested, 0.19% active; in the data active = activation above about 80%; inconclusive = between about 30% and that limit; also: 0% is about no effect
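TRPV1-expressing cells were cultured overnight at 35.5C and loaded with Fluo-8 calcium dye for 40 to 90 min at room temperature. After a 10 s baseline, compound was added and calcium influx was read kinetically for 3 min (ex 480/em 520 nm).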
FLuc modulator: counter-screen for miR-21 project: firefly luciferase inhibitors or activators; P08659; purified FLuc, Km substrates, luminescence inhibition; Potency, µM (highest dose often 57.5 µM), for the others: at the top dose activity change, negative = inhibition, hits mostly inhibitors; 360,000 tested, 6.9% active;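 also: potency is read from the fitted curve at half-maximal effect; plate controls were vehicle for no effect and reference inhibitor for full effect; nearly all actives have a fitted effect of over 55% in size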
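Biochemical qHTS of compounds, final roughly 60 µM downward over six points, against 10 nM purified firefly luciferase using Km concentrations of substrates (10 uM D-luciferin, 10 uM ATP) in Tris acetate pH 7.5 buffer; luminescence output.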
Rab9 prom act: Rab9 promoter activation. Potency, µM (top dose mostly 9.22 µM), inactives show at the top dose activation, negative = inhibition, hits mostly activators. 320,000 tested, 2.8% active. AID 485297. Huh7 Rab9 promoter-luciferase reporter, luminescence, 24 h; also: potency is read from the fitted curve at half-maximal effect; % of control where 0% means no effect; nearly all actives have a fitted effect of over 60% in size
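Steps: seed 1500 Huh7 Rab9-luc cells per well, rest 2 h at 37 °C; add compound in DMSO; incubate 24 h; add luciferase reagent, 10 min ambient; read luminescence.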
NPC1 prom act: NPC1 promoter activation; Potency, µM (top dose mostly 9.22 µM), for inactives: at the highest dose activation, most hits filed as activators; AID 485313; Huh7 NPC1 promoter luciferase reporter, 24 h; 320,000 tested, 2.4% active;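 also: potency is read from the fitted curve at half-maximal effect; % of control where 0% means no effect; nearly all actives have a fitted effect of over 60% in size; reporter is driven by a mutant NPC1 promoter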
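Stable NPC1-promoter luciferase Huh7 line; cpd (DMSO) 24 h, 37 °C, 5% CO2; Amplite luciferase reagent 10 min RT; luminescence readout. qHTS format.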
Tb PFK block: blocks T. brucei phosphofructokinase; T. brucei PFK, ADP-Glo luminescence; Potency, µM (series often up to 57.5 µM), for the others: at the highest dose activity, negative = inhibition, most hits filed as inhibitors; O15648; 330,000 tested, 0.17% active;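 also: potency is read from the fitted curve at half-maximal effect; 0% = uninhibited 1x PFK enzyme wells and -100% = no-enzyme wells; nearly all actives have a fitted effect of over 60% in size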
Target sequence (O15648 whole entry, looked up): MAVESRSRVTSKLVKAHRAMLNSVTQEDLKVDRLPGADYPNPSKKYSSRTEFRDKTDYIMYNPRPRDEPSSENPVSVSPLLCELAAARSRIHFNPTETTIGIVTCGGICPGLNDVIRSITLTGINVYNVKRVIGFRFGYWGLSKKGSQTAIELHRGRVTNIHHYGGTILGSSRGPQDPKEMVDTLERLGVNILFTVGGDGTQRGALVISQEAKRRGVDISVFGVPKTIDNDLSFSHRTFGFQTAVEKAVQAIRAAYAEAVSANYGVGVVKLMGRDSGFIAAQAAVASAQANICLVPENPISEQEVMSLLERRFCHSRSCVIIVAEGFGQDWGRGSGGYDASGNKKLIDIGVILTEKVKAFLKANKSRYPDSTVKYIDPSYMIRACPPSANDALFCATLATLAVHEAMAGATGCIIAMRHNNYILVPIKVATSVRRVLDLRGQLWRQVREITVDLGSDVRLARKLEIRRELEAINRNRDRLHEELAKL
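In TEA buffer at pH 8.0 with 5 mM MgCl2, enzyme (1.25 nM) converted F6P (0.5 mM) and ATP (0.1 mM) for 45 min at room temperature. ADP product was read by luciferase luminescence.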
RORgamma inh: ROR gamma (mouse) transcription inhibition; Potency, µM (highest dose often 53.6 µM), without a hit: at the highest dose activity change, negative = inhibition, actives largely listed as inhibitors; Drosophila S2 Gal4-RORgamma UAS-luciferase reporter, 20 h; P51450; 310,000 tested, 5.4% active; also: potency is read from the fitted curve at half-maximal effect; % is scaled to controls: 0 for no effect and ±100 for the full control effect; nearly all actives have a fitted effect of over 60% in size
Target sequence (P51450 whole entry, looked up, the tested form may be a part): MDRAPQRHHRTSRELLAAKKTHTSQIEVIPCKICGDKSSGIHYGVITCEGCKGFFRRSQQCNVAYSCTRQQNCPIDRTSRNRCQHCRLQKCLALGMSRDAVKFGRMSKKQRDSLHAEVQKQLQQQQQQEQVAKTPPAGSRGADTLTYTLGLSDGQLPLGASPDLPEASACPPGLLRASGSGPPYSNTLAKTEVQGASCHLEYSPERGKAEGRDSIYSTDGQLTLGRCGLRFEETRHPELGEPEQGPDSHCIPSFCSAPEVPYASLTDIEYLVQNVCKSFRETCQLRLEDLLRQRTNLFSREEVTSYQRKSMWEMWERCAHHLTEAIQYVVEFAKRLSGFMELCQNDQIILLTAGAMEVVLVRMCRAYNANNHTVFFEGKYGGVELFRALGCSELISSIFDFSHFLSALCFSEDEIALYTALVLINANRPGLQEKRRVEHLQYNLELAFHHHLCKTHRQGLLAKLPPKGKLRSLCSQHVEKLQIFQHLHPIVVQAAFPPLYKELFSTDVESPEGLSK
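Stably transfected Drosophila Schneider cells are the test system, with ROR gamma fused to Gal4 and luciferase under UAS control; luminescence is read after 20 hr of 700 uM copper sulfate induction at ambient temperature.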
BRCA1 expr act: activators of BRCA1 expression | MCF7-BRCA1-FFLuc reporter, luminescence, 48 h; response scale: scaled: vehicle 0%, 10 µM genistein 100% | Potency, µM (highest dose often 46.1 µM), for the others: top-dose activation, usual class: activators | 380,000 tested, 1.1% active; also: potency is read from the fitted curve at half-maximal effect; nearly all actives have a fitted effect of over 80% in size; some results filed as inactive show a strong effect at the top dose
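Cells: MCF7-BRCA1-FFLuc, 2000/well. Exposure: 48 h, 37 °C, 5% CO2. Read: luminescence, 15 min post-substrate. Controls: genistein 10 microM (maximal activation), DMSO (neutral).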
p53 reactivation: re-activators of mutant p53; Potency, µM (highest dose often 92.2 µM), inactives show top-dose activity change, positive = activation, actives largely listed as activators; 320,000 tested, 0.063% active; AID 504706; H1299 p53-A138V BP100-luciferase reporter, luminescence, 24 h; also: potency is read from the fitted curve at half-maximal effect; % of control where 0% means no effect; nearly all actives have a fitted effect of over 45% in size
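H1299 (p53-null), stable ts p53-A138V + BP100-Luc; 1000 cells/well, Opti-MEM/10% FBS; cpd 4 pt, 1:5; 24 h, 37 deg C, 5% CO2; detection reagent 10 min RT; luminescence.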
Starred values were filed as active, the others as inactive; ? = inconclusive; nt = not tested or not shown; [ ] = remark or other dose. Unless noted, calls follow the shape of the dose curve; as a rule, active = well fitted curve in the direction sought with a large enough effect; inconclusive = small, poorly fitted or top-dose-only effect, or another doubt; inactive = no such curve, though single readings can be large; an effect the other way counts as inactive or inconclusive.

SMILES | ELG1 repair inh | VP16 counter | ELG1 genotox | TRPV1 agonist | FLuc modulator | Rab9 prom act | NPC1 prom act | Tb PFK block | RORgamma inh | BRCA1 expr act | p53 reactivation
Cc1ccc(Cn2c(=O)c3c(nc4n3CCN4Cc3ccco3)n(C)c2=O)cc1 | ? | 9% | -3% | ? | 2% | 1% | 1% | 8% | ? | -43% | -12%
Nc1nc(N2CCCCC2)nc(N(c2ccccc2)c2ccccc2)n1 | -1% | 4% | -7% | 8 | -1% | 1% | -1% | 1% | -24% | 1% | 6%
Cc1cc(NC(=O)CCN2C(=O)/C(=C/c3ccccc3F)SC2=S)no1 | 10% | -6% | 2% | 5 | -3% | 1% | -2% | -4% | 1% | nt | 2%
NS(=O)(=O)c1ccc(NC(=O)COC(=O)c2ccc(S(=O)(=O)N3CCOCC3)cc2)cc1 | ? | nt | 0% | nt | nt | nt | nt | -6% | nt | -6% | 3%
COc1cccc(/C=N/n2c(COc3ccccc3)n[nH]c2=S)c1 | -7% | ? | 0% | 10 | 1% | -5% | 3% | -8% | 7.1µM* | 0% | 3%
CCOC(=O)N1CCN(c2ccc(C(=O)c3cccc(F)c3)cc2)CC1 | ? | -2% | 0% | 18 | ? | -3% | 1% | 2% | ? | -42% | 3%
CC(=O)Nc1ccc(S(=O)(=O)NNC(=O)C2CCCCC2)cc1 | 6% | -16% | 1% | -1 | -1% | -10% | 0% | 0% | -38% | -2% | 2%
Cn1cccc1C(=O)N1CCN(c2cccc(C(F)(F)F)c2)CC1 | -14% | -10% | -1% | ? | 1% | -1% | -1% | -1% | 7% | 2% | -3%
CSCC[C@@H](Nc1nc(-c2ccccc2)nc2c1oc1ccccc12)C(=O)O | -4% | -4% | -4% | 2 | ? | -11% | -6% | 7% | 4% | 5% | 7%
COC(=O)c1ccc(C(=O)Nc2ccc3c(c2)C(=O)NC3=O)cc1 | 7% | nt | 3% | 21 | 3% | 5% | 0% | -3% | nt | 21% | nt
COc1ccc(/C=C/c2c(-c3ccc(OC)cc3)oc3ccccc23)cc1 | 15% | 3% | -1% | 3 | -11% | 0% | 6% | 1% | 3% | 25% | nt
COc1cc(C(C)=O)ccc1OCC(O)CN1CCN(c2ccc(F)cc2)CC1 (stereo not given) | 6% | 18% | -1% | -2 | 5% | 0% | 2% | 0% | ? | -10% | nt
CCOC(=O)c1c(C)[nH]c2ccc(O)cc12 | ? | 11% | 2% | -2 | ? | 5% | 11% | 4% | 22% | -35% | 10%
CCOC(=O)C(=O)NC(C)c1ccccc1 (stereo not given) | -1% | 4% | 0% | 2 | -5% | 3% | 2% | -2% | -8% | -10% | 16%
Cc1noc(C)c1S(=O)(=O)N(C)CC(=O)NCc1ccccc1 | -1% | -6% | 1% | 10 | -1% | -6% | 2% | -3% | 5% | -10% | -20%
CCc1cc2c(=O)c(-c3nc(C)cs3)coc2cc1OC(C)C(=O)NCCO (stereo not given) | ? | -6% | -6% | 3 | 11µM* | 1% | 0% | -2% | 1% | 19% | 19%
COc1cccc(-c2nc(Oc3cccc(C)c3C)c3ccccc3n2)c1O | 19% | 1% | -4% | 1 | -1% | 1% | 0% | -6% | 6% | -39% | -3%
C=CCSc1nc2c(cnn2-c2ccccc2)c(=O)n1N | ? | -14% | ? | 14 | 8.5µM* | 1.4µM* | 1.4µM* | 1% | -16% | ? | 2%
COc1ccc(N(CC(O)CN2C(=O)NC(C)(C)C2=O)S(=O)(=O)c2ccc(C)cc2)cc1 (stereo not given) | -3% | 1% | 4% | -4 | -1% | 0% | -2% | 2% | 15% | 1% | -4%
COc1ccccc1NC(=O)C(C)OC(=O)CCNS(=O)(=O)c1ccc(C)c(C)c1 (stereo not given) | -3% | nt | 1% | 8 | 9% | -5% | -4% | 4% | nt | -4% | 12%
CCOC(=O)c1cccc(NC(=O)c2ccc(NC(=O)c3ccco3)cc2)c1 | ? | -4% | 4% | -2 | 0% | 3% | -1% | 5% | 2% | 16% | -4%
CSc1ccc(Cl)c(C(=O)N2CCOc3ccccc32)c1 | 9.2µM* | 5% | -7% | 10 | 5% | 2% | 2% | 3% | 86% | -13% | nt
CCOC(=O)c1sc(N(Cc2ccccc2)C(=O)CSc2ncn[nH]2)nc1C | -29% | -3% | 5% | 2 | -2% | -5% | 0% | 4% | -6% | 48% | 9%
Cc1ccccc1NCc1ccccc1O | 13% | 13% | 0% | 2 | 4% | 0% | -4% | 11% | 30% | -33% | 2%
COc1cccc(Nc2nc3ccccc3nc2NS(=O)(=O)c2cccs2)c1 | -19% | ? | -16% | 3 | ? | -11% | -7% | -2% | ? | -65% | 2%
SMILES | ELG1 repair inh | VP16 counter | ELG1 genotox | TRPV1 agonist | FLuc modulator | Rab9 prom act | NPC1 prom act | Tb PFK block | RORgamma inh | BRCA1 expr act | p53 reactivation
Cc1nonc1OCCn1c([N+](=O)[O-])cnc1C | 12% | 5% | 0% | 1 | -3% | -3% | -8% | 4% | 1% | -1% | -1%
COc1cc(C(C)=O)ccc1OCC(=O)Nc1ccc(C)c(S(=O)(=O)N2CCCCCC2)c1 | ? | nt | -5% | 3 | 1% | -26% | -15% | 3% | nt | -42% | -6%
Cc1c(Br)c([N+](=O)[O-])nn1CC(=O)Nc1nccs1 | ? | -2% | 0% | -2 | -2% | -1% | -1% | ? | ? | -1% | -1%
Cc1ccc(C(=O)C(C)OC(=O)CN2C(=O)NC3(CCCC3)C2=O)cc1 (stereo not given) | 0% | nt | 3% | -2 | 1% | -3% | -4% | 5% | nt | 9% | 5%
CCOc1cc(CNCc2ccncc2)cc(Cl)c1OC | 4% | -16% | 1% | 14 | 0% | -7% | -2% | 3% | -4% | -9% | -1%
COc1ccc(Oc2cn[nH]c2-c2ccc(O)cc2O)cc1 | ? | -6% | 3% | 1 | -13% | -3% | -3% | 3% | ? | -20% | 3%
COc1ccc(NS(=O)(=O)c2c(C(=O)N3CCCCCC3)c(C)n(C)c2C)cc1 | 17% | -1% | 0% | 2 | 5% | -1% | -4% | 1% | 2% | 14% | 7%
O=C(NCc1cccnc1)c1cc(S(=O)(=O)N2CCOCC2)c(Cl)cc1Cl | 6% | nt | 2% | -3 | -1% | 9% | 1% | 14% | nt | -12% | 1%
COc1ccc(N2C(=O)NC(NC(=O)C(C)(C)C)(C(F)(F)F)C2=O)cc1 (stereo not given) | 15% | -9% | 1% | -1 | -1% | -4% | -3% | -1% | 2% | -11% | -4%
O=C1c2cccnc2C(=O)N1CNc1ccc(Cl)cc1 | 8% | 4% | 4% | -3 | -3% | -2% | -3% | -3% | -17% | 2% | 0%
CC(NC(=O)CSc1cccc(C(F)(F)F)c1)c1ccccc1 (stereo not given) | -18% | ? | -1% | ? | -1% | -1% | 1% | -5% | ? | -3% | -2%
Cc1ccc(NC(=O)[C@H](Cc2c[nH]c3ccccc23)NC(=O)[C@@H]2Cc3ccccc3CN2)c(C)c1 | 56% | -13% | -15% | 4 | 3% | 28% | 5% | 2% | -39% | -16% | nt
COc1ccc([C@H]2CC(=O)C=C(c3cc(F)ccc3F)C2)cc1OC | ? | nt | -1% | 22 | 1% | -5% | -1% | 2% | nt | -57% | -11%
Cc1c(C(C)(C)C)s/c(=N/S(=O)(=O)c2ccccc2)n1C | 4% | 7% | 2% | ? | 4% | 2% | 4% | 0% | 35% | -8% | nt
Cc1ccc(C(=O)Nc2c(C)cc(C)c3cccnc23)cc1 | -1% | -7% | 2% | -2 | ? | 5% | -4% | 1% | -32% | -31% | 12%
CC(C)NC(=O)CN1C(=O)c2cccc3cccc1c23 | -4% | -2% | 0% | -5 | 0% | -2% | 2% | -3% | ? | 3% | nt
CS(=O)(=O)c1ccc(Cl)c(NC(=O)c2cccc(Br)c2)c1 | 20% | -8% | 1% | 19 | 1% | -4% | -2% | 0% | -2%[10 µM] | 8% | -4%

Two of these compounds in a different format:
| Compound | ELG1 repair inh | VP16 counter | ELG1 genotox | TRPV1 agonist | FLuc modulator | Rab9 prom act | NPC1 prom act | Tb PFK block | RORgamma inh | BRCA1 expr act | p53 reactivation |
| --- | --- | --- | --- | --- | --- | --- | --- | --- | --- | --- | --- |
| COc1cc(C(C)=O)ccc1OCC(=O)Nc1ccc(C)c(S(=O)(=O)N2CCCCCC2)c1 | ? | nt | -5% | 3 | 1% | -26% | -15% | 3% | nt | -42% | -6% |
| Cc1nonc1OCCn1c([N+](=O)[O-])cnc1C | 12% | 5% | 0% | 1 | -3% | -3% | -8% | 4% | 1% | -1% | -1% |

Source: PubChem (National Center for Advancing Translational Sciences (NCATS))
